D3 antag – D3 dopamine receptor (human) antagonism | P35462 | D3R cells, DiscoveRx beta-arrestin luminescence, antagonist mode; active compounds read low | max response, negative = inhibition, % | 360,000 tested, 2.5% active | AID 652054; in the data active = max response below about -50%; inconclusive = no clear call, values can overlap the other calls; also: % is scaled to controls: 0 for no effect and ±100 for the full control effect; mostly tested at two doses, the higher about 12 µM
Target sequence (P35462 whole entry, looked up): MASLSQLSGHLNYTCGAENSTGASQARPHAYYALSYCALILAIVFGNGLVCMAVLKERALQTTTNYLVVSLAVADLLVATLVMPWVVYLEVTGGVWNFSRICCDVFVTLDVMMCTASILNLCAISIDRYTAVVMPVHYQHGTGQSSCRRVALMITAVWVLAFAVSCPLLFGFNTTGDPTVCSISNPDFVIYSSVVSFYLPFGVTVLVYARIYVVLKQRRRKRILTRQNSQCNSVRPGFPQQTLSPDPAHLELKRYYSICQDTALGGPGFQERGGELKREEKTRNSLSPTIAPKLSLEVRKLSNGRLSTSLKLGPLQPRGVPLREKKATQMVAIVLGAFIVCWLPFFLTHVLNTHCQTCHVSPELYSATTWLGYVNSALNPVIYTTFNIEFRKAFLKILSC
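Cells expressing the human receptor were seeded at 1500 cells/well, incubated overnight at 37 degrees C in 5% CO2, then exposed to library compounds with dopamine controls for 90 minutes at 37 degrees C before luminescent detection.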
EPAC2 antag – EPAC2 (human) antagonism; Q8WZA2; EPAC2 GEF exchange of Rap1B-BODIPY-GDP, fluorescence; Potency, µM (top dose mostly 114 µM), without a hit: top-dose activity, negative = inhibition, usual class: inhibitors; 360,000 tested, 0.18% active; also: potency is read from the fitted curve at half-maximal effect; % is scaled to controls: 0 for no effect and ±100 for the full control effect; nearly all actives have a fitted effect of over 45% in size; many of its hits are not listed in these tables
pAkt inh – inhibitors of Akt phosphorylation | 360,000 tested, 0.32% active | Neuro2A IGF-stimulated pAkt S473 HTRF, 20 min; active compounds read low | AID 651550 | activity change, % for hits at 50 µM; in the data active = activity change below about -80%; inconclusive = mostly about -51% to -80%; also: % is scaled to controls: 0 for no effect and ±100 for the full control effect
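Neuro2A cells (4,500/well, DMEM with 0.5% FBS) were treated with compound at a single 50 µM final concentration, stimulated with 6 nM IGF for 20 min at 37 °C, and lysed. Phospho-Akt Ser473 was read by HTRF as 665/615 ratio ×10^4.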
PTHR1 agonist – PTHR1 (human) receptor agonism; HEK293 GP2 PTHR1 cells, GloSensor cAMP luminescence, 1 h; Potency, µM (titrated, usually from 115 µM), for inactives: at the highest dose activation, usual class: activators; 410,000 tested, 0.075% active; Q03431; also: potency is read from the fitted curve at half-maximal effect; nearly all actives have a fitted effect of over 55% in size; some results filed as inactive show a strong effect at the top dose; inactives centre near -15; many of its hits are not listed in these tables
Target sequence (Q03431 whole entry, looked up): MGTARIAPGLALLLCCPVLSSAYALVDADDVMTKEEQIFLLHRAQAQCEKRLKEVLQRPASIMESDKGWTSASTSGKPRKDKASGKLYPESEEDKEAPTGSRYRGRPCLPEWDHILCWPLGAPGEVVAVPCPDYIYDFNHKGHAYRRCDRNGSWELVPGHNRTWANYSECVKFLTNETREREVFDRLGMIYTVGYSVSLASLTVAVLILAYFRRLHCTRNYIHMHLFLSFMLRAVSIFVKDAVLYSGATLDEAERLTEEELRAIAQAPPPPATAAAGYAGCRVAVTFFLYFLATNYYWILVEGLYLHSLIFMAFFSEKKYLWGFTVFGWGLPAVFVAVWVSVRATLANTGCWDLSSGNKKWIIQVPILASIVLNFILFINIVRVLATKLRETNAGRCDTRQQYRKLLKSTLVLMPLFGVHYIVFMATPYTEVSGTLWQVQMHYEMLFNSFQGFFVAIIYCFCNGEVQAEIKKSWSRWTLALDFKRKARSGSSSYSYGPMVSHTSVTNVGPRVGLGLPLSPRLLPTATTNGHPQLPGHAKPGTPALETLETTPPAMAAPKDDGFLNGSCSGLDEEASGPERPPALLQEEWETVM
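HEK-293-derived GP2 cells expressing PTHR1 and a GloSensor cAMP reporter, 3,000/well, plated overnight, given luciferin plus IBMX (each 0.5 mM as added) for 1 h at 37 °C, then compound for 1 h at 37 °C. Luminescence was read after 15 min at room temperature.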
CCT chaperon mod – modulators of cytosolic chaperonin (CCT/TRiC) activity | 360,000 tested, 0.3% active | AID 651819 | activity change, % (test concentration not listed), hits read low | purified chaperonin ATPase assay, HTRF ADP detection, 30 min; in the data active = activity change below about -30%; also: % is scaled to controls: 0 for no effect and ±100 for the full control effect
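First, chaperonin was dispensed at 40 nM or 20 nM final depending on batch activity. Next, compounds were pinned at 76 uM and ATP added at 10 uM. After 30 min at 37 °C, ADP detection reagents ran 30 min at ambient temperature.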
EPAC2 agonist – EPAC2 (human) agonism | 360,000 tested, 0.079% active | Potency, µM (top dose mostly 154 µM), inactives show at the highest dose activation, hits mostly activators | Q8WZA2 | EPAC2 activation, biochemical qHTS; response scale: 100% = 6.5 mM cAMP response; also: potency is read from the fitted curve at half-maximal effect; nearly all actives have a fitted effect of over 50% in size
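Compounds were titrated in qHTS against a Rap1B-BODIPY-GDP (250 nM) complex with EPAC2 (100 nM) and GDP (50 uM). BODIPY-GDP release tracked at 480/540 nm over 30 min at room temperature, normalized to 6.5 mM cAMP.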
DRD3 agonist – activates the human D3 dopamine receptor. D3R DiscoveRx beta-arrestin cells, luminescence, 90 min. 410,000 tested, 0.58% active. max activation, %. P35462; in the data active = max activation above about 30%; also: 0% is about no effect; mostly tested at two doses, the higher about 12 µM
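Agonist mode: compounds and dopamine controls were applied to plated cells for 90 min at 37 degrees C after an overnight attachment at 1500 cells/well. Luminescent read-out followed 30 - 60 minutes at room temperature with DiscoveRx detection reagent.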
MmCpn inh – blocks the Methanococcus maripaludis chaperonin Mm-Cpn; Potency, µM (titrated, usually from 76.9 µM), for inactives: top-dose activity, negative = inhibition, most hits filed as inhibitors; purified Mm-Cpn ATPase, ADP Transcreener TR-FRET; 330,000 tested, 0.031% active; also: potency is read from the fitted curve at half-maximal effect; % is scaled to controls: 0 for no effect and ±100 for the full control effect; nearly all actives have a fitted effect of over 80% in size
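Reaction buffer contained 30 mM Tris pH 7.4, 100 mM KCl, 5 mM MgCl2 and 1 mM DTT. Mm-CPN (25 nM final) hydrolysed 10 uM ATP over 30 min at 37°C; ADP was read by HTRF.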
* marks the source's active call; other numbers are inactive results; i = inactive; ? = inconclusive; · = no result given; [ ] = remark or other dose. Unless noted, calls follow the shape of the dose curve; as a rule, active = well fitted curve in the direction sought with a large enough effect; inconclusive = small, poorly fitted or top-dose-only effect, or another doubt; inactive = no such curve, though single readings can be large; an effect the other way counts as inactive or inconclusive. An excerpt; count on the stated rates, not on these rows.

structure | D3 antag | EPAC2 antag | pAkt inh | PTHR1 agonist | CCT chaperon mod | EPAC2 agonist | DRD3 agonist | MmCpn inh
COc1cccc(C(=O)Nc2ccc3ccccc3c2)c1 | 6 | -24% | i | -38% | -0.9 | 3% | 0 | 1%
Cc1ccc(NC(=O)NC(=O)CSc2nnc(-c3ccc(Cl)cc3Cl)n2N)c(C)c1 | 8 | 22% | i | i | -1.4 | 0% | 2 | 0%
COc1ccccc1-c1cn[nH]c(=S)n1 | ? | 5% | i | i | -1.6 | -9% | -9 | -3%
O=S(=O)(c1ccc(SCc2ccc(Br)cc2)nc1)N1CCOCC1 | ? | 7% | i | -23% | -5.6 | 2% | -18 | -4%
CN(C(=O)c1ccco1)c1nc(CC(=O)Nc2ccccc2)cs1 | ? | 9% | i | ? | 2.3 | 7% | -3 | -1%
O=C(O)C1(P(=O)(c2ccccc2)c2ccccc2)CCC1 | -9 | 0% | i | -23%[57.5 µM] | -0.4 | -2% | -2 | 2%
NNc1nc2c(F)cccc2s1 | -16 | -2% | i | -13% | 1.3 | -3% | 6 | 0%
COC(=O)C1CCN(C(=O)COC(=O)c2n[nH]c3ccccc23)CC1 | -6 | 9% | i | i | 1.6 | 7% | 0 | -2%
CC[n+]1cc(-c2ccccc2)nc(N2CCOCC2)n1 | -20 | 8% | i | i | 2.4 | 4% | -2 | -10%
O=C1C2C3C=CC(C3)C2C(=O)N1c1nccs1 (stereo not given) | 20 | 19% | i | -9%[57.5 µM] | -0.3 | 2% | 28 | 1%
CCN(CC)C(=O)C[n+]1cccc(/C=N/O)c1 | 18 | -1% | i | i | -3.2 | 4% | -3 | 0%
CC1=C(C(=O)OCc2ccccc2)C(c2ccc([N+](=O)[O-])cc2)NC(=O)N1 (stereo not given) | 25 | -22% | i | -28% | -2.2 | 7% | 4 | 3%
O=S(=O)(Nc1cc(S(=O)(=O)N2CCOCC2)ccc1N1CCCC1)c1cccs1 | -4 | -1% | i | i | 1.1 | 5% | 8 | 1%
Cc1ccccc1NC(=O)N(O)C1(C#N)CCCCC1 | 8 | 2% | i | -45%[inhibitor] | -1.8 | -1% | 4 | ·
COc1ccccc1N1CCN(C(=O)c2ccc(CN3CCc4ccccc4C3)cc2)CC1 | -67* | -6% | i | -31%[inhibitor] | -1.9 | 8% | -5 | 0%
COc1cc(C(=O)NCCOC(=O)c2cccc(N(C)C)c2)cc(OC)c1OC | 36 | 0% | i | i | -1.3 | 7% | 23 | -4%
CC[N+](CC)(CC)CC(=O)Nc1ccc(SC(F)F)cc1 | -21 | -3% | i | 2% | -3.0 | 16% | -4 | -1%
Clc1cccc(Cl)c1/C=C/c1nc2ccccc2[nH]1 | 10 | -12% | i | -54%[inhibitor] | 2.4 | 11% | -24 | -1%
COc1cccc(C(=O)N/N=C/c2ccc(OC3CSC3)cc2)c1 | ? | -1% | i | -8%[57.5 µM] | 0.5 | -9% | -3 | 0%
Cc1ccc(C(=O)N/N=C\c2ccc([N+](=O)[O-])s2)cn1 | -4 | 3% | i | i | -6.8 | 3% | 3 | -1%
Oc1ccc(-n2nnnc2SCc2ccccc2Br)cc1 | -20 | -9% | i | i | 2.0 | 16% | -6 | 1%
O=C1OC(Nc2nc(-c3ccc(F)cc3)cs2)c2ccccc21 (stereo not given) | -22 | 1% | i | -26% | 1.3 | -4% | -15 | -3%
O=C(c1ccc(F)cc1Cl)N(c1ccccn1)C1CCCCC1 | 2 | 5% | i | i | -1.9 | 10% | 3 | -2%
N#C/C(=C(/O)CCl)c1nc2ccccc2[nH]1 | -14 | -2% | i | -3% | -4.7 | 10% | -1 | -2%
O=C(NCc1ccccc1)c1ccc2c(c1)C(=O)N(CC1CCCO1)C2=O (stereo not given) | 42 | -17% | i | -13%[57.5 µM] | -2.3 | 6% | 1 | 2%
Cc1ccc(NC(=O)CSCC(=O)N2CCN(c3cccc(C(F)(F)F)c3)CC2)cc1 | 13 | -23% | i | -17% | -0.4 | -9% | 5 | 2%
CCN(c1ccccc1)S(=O)(=O)c1cccc(C(=O)OCC(=O)c2c(N)n(C)c(=O)n(C)c2=O)c1 | 21 | -10% | i | -39%[inhibitor] | -1.5 | -4% | 9 | ·
CCc1nc2sc3c(c2c(=O)n1N)CC(C)(C)OC3 | 1 | 2% | i | -29% | -1.6 | 6% | 0 | 0%
CCOc1cc(CNc2ccc3[nH]c(=O)[nH]c3c2)ccc1OCC(=O)NC(C)(C)C | 14 | 2% | i | -15% | 0.0 | 4% | 1 | -2%
Cc1ccc(N2CC(C(=O)OCC(=O)Nc3ccccc3C)CC2=O)cc1 (stereo not given) | 3 | -11% | i | i | -2.3 | 1% | 0 | -1%
CCn1c(=O)c2cc(C(=O)NCCOC)sc2c2ccccc21 | -27 | -3% | i | i | 0.5 | 9% | 0 | 1%
Cc1ccc(C(=O)N2CC(=O)Nc3ccc(C)cc3C2c2ccccc2)cc1 (stereo not given) | 5 | -10% | i | -11% | -0.2 | -2% | -6 | 3%
C=CCn1c(-c2ccc3ncccc3c2)n[nH]c1=S | 51 | -1% | i | 25% | -3.0 | 4% | -1 | 0%
COc1ccc(-c2nc3ccccc3c(=O)n2-c2c(C)n(C)n(-c3ccccc3)c2=O)cc1 | 3 | -14% | i | i | -0.2 | 14% | 7 | 0%
O=C(COC(=O)c1ccc2c(c1)OCCO2)NCCC1=CCCCC1 | -25 | 16% | i | i | 0.9 | -3% | -6 | 1%
Cn1c(CCC(=O)OCC(=O)NCc2ccc3c(c2)OCO3)nc(=O)c2ccccc21 | 4 | 3% | i | -1% | -2.7 | 8% | 1 | -3%
O=C(Nc1ccc(O)c(-c2nc3ccccc3o2)c1)C1(c2ccc(Cl)cc2)CCCC1 | 9 | 0% | i | -14% | -3.3 | 0% | -14 | -11%
CN(C)C1=NCCN1CCC1CCCC1 | 6 | 14% | i | i | -0.6 | 11% | 1 | 2%
COc1ccc(C2=NN(C(=O)CCC(=O)O)C(c3ccccc3OC)C2)cc1 (stereo not given) | 24 | -6% | i | i | 0.6 | 0% | 9 | 3%
COc1ccc(OCC(=O)NNC(=O)Nc2cccc(Cl)c2)cc1 | -5 | 24% | i | i | -0.6 | 5% | 1 | 1%

The listing continues:
Values run as follows: D3 antag, EPAC2 antag, pAkt inh, PTHR1 agonist, CCT chaperon mod, EPAC2 agonist, DRD3 agonist, MmCpn inh
CSc1ccccc1NC(=O)Cc1ccc(Br)cc1
  -2, -2%, i, -19%, -1.8, 3%, 2, 1%
CCN(CC)CC(=O)Nc1ccc2c(c1)Nc1ccccc1CC2
  -14, -5%, i, -2%, -2.2, -1%, 4, -4%
Cc1ccc2nc(/C(C#N)=C\c3cc(O)ccc3[N+](=O)[O-])[nH]c2c1
  -8, -12%, i, 10%, -2.9, 5%, 1, -1%
Cc1nnc(N2CCOCC2)c2ccccc12
  19, 17%, i, -3%[57.5 µM], 0.6, 0%, -13, -2%
CCOc1ccc(NC(=O)CSc2nnc(C3CC3)n2C)cc1
  5, -7%, i, i, 0.8, 5%, 7, 0%
O=C(Nc1ccc(Br)cc1)Nc1ccccc1F
  6, 1%, i, 0%, 1.2, 0%, 1, 0%
Cc1ccc(N(C(=O)c2csnn2)C(C(=O)NC2CCCCC2)c2cccnc2)cc1C (stereo not given)
  1, 9%, i, ?, 1.9, 1%, 5, 1%
Cc1nn(Cc2cccc(F)c2)c(C)c1NC(=O)c1c(Cl)cnn1C
  -7, 12%, i, 11%, 0.3, 9%, -3, -1%
COc1ccc(-c2cc(C(=O)OCc3ccccn3)c3ccccc3n2)cc1
  37, -5%, i, -16%, -12, 19%, 8, -3%
CN(C)c1ccc(Nc2nc(-c3cccnc3)cs2)cc1
  -20, 14%, i, -76%[inhibitor][57.5 µM], 0.9, 5%, -12, -9%
COC(C(=O)Nc1ccc(Br)cc1F)c1ccccc1 (stereo not given)
  -8, ?, i, -67%[inhibitor], -1.8, 7%, -3, 3%
CCOC(=O)c1ccn(-c2nc(-c3ccco3)cc(C(F)(F)F)n2)n1
  19, -2%, i, -19%, -0.9, -5%, 4, 2%
COCCNC(=S)N(C)[C@H]1C[C@H]2c3cc(N4CCN(C)CC4)ccc3CCN2C(=O)[C@H]1[C@H](C)O
  -6, 1%, i, -22%, 2.1, 1%, -4, ·
NS(=O)(=O)c1ccc(NC(=S)N2CCN(C(=O)C3CCCO3)CC2)cc1 (stereo not given)
  10, 6%, i, i, 0.4, 2%, 5, -1%
COc1cc(CNC2CCCCCCC2)c(Br)cc1OCCO
  -6, 1%, i, -6%, -2.7, 13%, -8, 2%

Quoted at random: four compounds from above
Values run as follows: D3 antag, EPAC2 antag, pAkt inh, PTHR1 agonist, CCT chaperon mod, EPAC2 agonist, DRD3 agonist, MmCpn inh
Cc1nn(Cc2cccc(F)c2)c(C)c1NC(=O)c1c(Cl)cnn1C
  -7, 12%, i, 11%, 0.3, 9%, -3, -1%
COC(C(=O)Nc1ccc(Br)cc1F)c1ccccc1 (stereo not given)
  -8, ?, i, -67%[inhibitor], -1.8, 7%, -3, 3%
COc1ccc(-c2cc(C(=O)OCc3ccccn3)c3ccccc3n2)cc1
  37, -5%, i, -16%, -12, 19%, 8, -3%
CCN(CC)CC(=O)Nc1ccc2c(c1)Nc1ccccc1CC2
  -14, -5%, i, -2%, -2.2, -1%, 4, -4%
